Bioassay records: PubChem BioAssay, several laboratories
TROY NFkB inh = blocks TROY-dependent signaling in reporter cells; Q293 LMP1-TROYcd NF-kB luciferase reporter, 4 h; inhibition, % at 10 µM; 360,000 tested, 0.98% active; AID 1347056;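 active means compounds whose plate-normalised and pattern-corrected inhibition of the luciferase reporter signal at the single screening dose is 50% or more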
TLR9-MyD88 block = inhibitors of human TLR9-MyD88 binding; 340,000 tested, 0.21% active; CHO BLA complementation TLR9-MyD88, CCF4 FRET ratio; inhibition, % at 4.98 µM; AID 504734; Q9NR96+Q99836;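 active means inhibition above the mean over all tested compounds plus 3 SD, cut at about 21% in these data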;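 further: 0% = DMSO only wells and 100% = clavulanate BLA inhibitor control wells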
Target sequence (Q99836 whole entry, looked up): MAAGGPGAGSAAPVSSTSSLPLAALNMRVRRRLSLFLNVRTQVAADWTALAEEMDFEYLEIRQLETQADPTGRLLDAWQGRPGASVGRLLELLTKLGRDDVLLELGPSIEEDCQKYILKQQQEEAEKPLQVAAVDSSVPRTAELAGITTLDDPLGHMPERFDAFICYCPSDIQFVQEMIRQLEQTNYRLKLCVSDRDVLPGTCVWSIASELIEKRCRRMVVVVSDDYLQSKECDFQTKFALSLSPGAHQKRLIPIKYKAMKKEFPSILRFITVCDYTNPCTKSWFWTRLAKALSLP
Target sequence (Q9NR96 whole entry, looked up): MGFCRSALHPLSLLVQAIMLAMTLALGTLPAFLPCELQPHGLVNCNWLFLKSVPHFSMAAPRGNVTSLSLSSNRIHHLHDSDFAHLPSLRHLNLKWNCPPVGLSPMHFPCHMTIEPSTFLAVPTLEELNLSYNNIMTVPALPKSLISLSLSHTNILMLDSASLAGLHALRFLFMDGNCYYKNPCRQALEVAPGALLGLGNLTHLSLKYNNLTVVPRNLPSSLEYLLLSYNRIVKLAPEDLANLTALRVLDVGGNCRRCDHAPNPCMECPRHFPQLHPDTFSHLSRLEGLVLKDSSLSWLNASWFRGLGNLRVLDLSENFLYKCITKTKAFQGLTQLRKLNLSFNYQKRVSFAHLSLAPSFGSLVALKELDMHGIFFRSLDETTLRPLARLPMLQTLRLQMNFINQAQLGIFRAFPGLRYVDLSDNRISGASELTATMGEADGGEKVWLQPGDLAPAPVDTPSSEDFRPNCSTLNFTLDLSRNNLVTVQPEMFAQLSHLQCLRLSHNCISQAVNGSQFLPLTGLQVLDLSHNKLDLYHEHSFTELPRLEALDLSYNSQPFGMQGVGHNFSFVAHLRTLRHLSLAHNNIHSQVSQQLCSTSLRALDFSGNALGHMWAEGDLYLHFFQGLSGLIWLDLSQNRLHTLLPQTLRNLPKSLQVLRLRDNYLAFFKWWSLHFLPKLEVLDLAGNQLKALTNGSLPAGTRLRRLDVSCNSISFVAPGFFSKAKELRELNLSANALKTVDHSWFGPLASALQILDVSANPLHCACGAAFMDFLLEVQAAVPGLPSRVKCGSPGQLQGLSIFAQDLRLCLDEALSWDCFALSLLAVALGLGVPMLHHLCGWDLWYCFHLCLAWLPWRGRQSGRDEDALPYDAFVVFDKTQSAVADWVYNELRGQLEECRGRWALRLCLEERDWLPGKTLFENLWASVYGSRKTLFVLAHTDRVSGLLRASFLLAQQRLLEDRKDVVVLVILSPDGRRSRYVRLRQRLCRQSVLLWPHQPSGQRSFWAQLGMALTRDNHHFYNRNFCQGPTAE
C8 TRAIL sens = sensitizes caspase-8 expressing cells to TRAIL; 360,000 tested, 1% active; inhibition (viability loss, TRAIL sensitization), % at 10 µM; NB7+C8 cells + TRAIL, ATPlite viability luminescence;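 active means compounds causing at least 50% loss of cell viability in the single-dose screen, relative to plate controls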
NOD2-RIPK2 inh = inhibitors of human NOD2-RIPK2 interaction | inhibition, % at 4.98 µM | O43353 | 360,000 tested, 0.38% active | CHO BLA complementation NOD2-RIPK2, CCF4 ratio; in the data active means inhibition above about 21%;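 further: 0% = vehicle only and 100% = reference blocker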
Vif imaging = blocks HIV Vif function. HEK293T cells, Vif self-association by quenched fluorescence, imaging, 24 h. inhibition, % at 7.49 µM. 340,000 tested, 0.35% active. AID 602346; in the data active means inhibition above about 50%, passing the limit was not always enough; further: some results filed as inactive read as strong as hits
NR5A2 inv ag = inverse agonists of human LRH-1 (NR5A2); O00482; HEK293T StAR-luciferase reporter, LRH-1 transfected, 24 h; inhibition, % at 3.6 µM; 360,000 tested, 0.13% active; AID 602396;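 active means inhibition above the mean inhibition of all tested compounds plus 3 SD, cut at about 73% in these data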;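 further: 0% = DMSO wells and 100% = reporter-only cells lacking LRH-1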
LMP1 NFkB inh = reduces LMP1-driven NF-kappaB luciferase signal | LMP1-induced NF-kappaB luciferase reporter cells, luminescence | inhibition, % at 12.5 µM | 350,000 tested, 0.69% active; in the data active means inhibition above about 41%;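 further: 0% = neutral control wells and 100% = reference inhibitor control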
SRC2 inh = human SRC2 (NCOA2) inhibition. HEK293 GAL4-SRC2 luciferase reporter, luminescence. inhibition, % at 9 µM. 370,000 tested, 0.17% active. AID 651957;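 active means inhibition above the mean inhibition of all tested compounds plus 3 SD, set per campaign, cut at about 52% in these data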;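 further: 0% = DMSO treated cells and 100% = cells given Gossypol at 36 µM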
SRC1 inh = inhibitors of human steroid receptor coactivator 1 (SRC1). 360,000 tested, 0.12% active. Q15788. AID 588354. HEK293 GAL4-SRC1 luciferase reporter, luminescence. inhibition, % at 3.6 µM;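 active means inhibition above the campaign mean plus 3 SD, with each screening campaign given its own cutoff, cut at about 60% in these data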;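 further: 0% = DMSO treated cells and 100% = gossypol at 36 µM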
COUP-TFII inh = NR2F2 (human) inhibition, primary screen; P24468; HEK293T NGFI-A luciferase reporter, luminescence; inhibition, % at 8.6 µM; 370,000 tested, 0.7% active; AID 686940;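 active means inhibition above a per-plate cutoff, mean inhibition of test wells between control levels plus 3 SD, cut at about 38% in these data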;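 further: cells cotransfected with COUP-TFII expression vector driving the NGFI-A reporter; 0% = median of COUP-TF2 test wells and 100% = reporter-only cells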
NCOA3 inh = inhibits human SRC3 coactivator; Q9Y6Q9; HEK293 GAL4-SRC3 luciferase reporter, luminescence; inhibition, % at 3.6 µM; 360,000 tested, 0.17% active;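 active means inhibition above a per-campaign cutoff, the mean of all compounds plus 3 SD, cut at about 60% in these data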;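 further: 0% = DMSO-treated cells and 100% = gossypol-treated cells at 36 µM; higher means less SRC3-driven luciferase light from the GAL4 reporter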
An asterisk follows results filed as active; / = not tested or not shown.

Structure	TROY NFkB inh	TLR9-MyD88 block	C8 TRAIL sens	NOD2-RIPK2 inh	Vif imaging	NR5A2 inv ag	LMP1 NFkB inh	SRC2 inh	SRC1 inh	COUP-TFII inh	NCOA3 inh
O=C(c1ccc(C#CC2(O)CCCCC2)cc1)N1CCN(Cc2ccccc2)CC1	15	-2	-3	-3	-9	-5	-2	5	-4	7	20
O=c1c(-c2cnn(-c3ccccc3)c2)coc2cc(O)ccc12	-26	-15	10	1	-11	-86	-15	/	-92	/	-64
C/C(=N\NC(=O)c1c(Br)c(C)nn1C)c1cccc(NC(=O)c2ccccc2C)c1	-22	-2	0	7	1	20	2	-43	-10	-6	-5
CCOc1ccc(C(=O)Cc2cc3cccc(OC)c3oc2=O)cc1	-40	-17	5	-9	-5	2	8	-5	-2	-13	-7
O=C(Nc1ccc(N2CCOCC2)cc1)C1CCCCN1S(=O)(=O)c1ccccc1 (stereo unspecified)	11	-1	-4	4	-2	3	0	-6	0	7	-3
C=C(C)C(=O)N1CC2(CC(c3cccc(NC(=O)COc4ccc(Cl)cc4)c3)=NO2)C[C@@H]1C(N)=O (stereo partly specified)	7	5	6	-8	-10	-19	-7	3	-1	-23	-10
O=C(Nc1ccccn1)NC12CC3CC(CC(C3)C1)C2	4	-3	1	-9	6	-8	-58	-3	-7	10	2
CC(=O)c1c(COC(=O)c2cccnc2)nc2ccccc2[n+]1[O-]	13	-7	-14	-12	9	4	-2	-8	3	4	-3
Brc1ccc(-c2nn3c(Cc4ccccc4)nnc3s2)o1	-28	2	3	3	-6	13	-1	-46	0	4	-18
COC(=O)CSC(C(=O)Nc1ccc(C)c(C)c1)c1ccccc1 (stereo unspecified)	-39	-4	-4	0	-1	14	-11	-21	-13	0	-12
O=C(N/C(=C\c1ccc(Br)cc1)C(=O)N1CCCC1)c1cccs1	16	-11	-2	-11	0	-10	-1	11	-12	10	16
CCOc1ccccc1CN1CCNC(=O)C1CC(=O)NC1CCCCCCC1 (stereo unspecified)	9	-10	-5	-7	-4	0	6	-5	-10	-2	28
NC12NC(=O)C3(O)C4C5CC(C6C5C3C61)C42 (stereo unspecified)	7	-4	-1	8	1	-5	4	-15	5	-5	9
COc1ccc(-n2nnnc2-c2cnc3cc4c(cc3c2C)OCO4)cc1	7	-4	8	-5	-8	-13	8	15	-22	4	-28
Cc1cccc(C(=O)N/N=C/c2cc(Br)c(Br)o2)c1	-37	3	12	7	0	-25	6	-7	-27	-17	-21
CCOCCn1c(N2CCN(c3ccccc3)CC2)nc2c1c(=O)[nH]c(=O)n2C	-9	-1	-1	5	2	-10	1	2	-11	-3	2
COc1ccc(S(=O)(=O)N(C)C[C@@H]2Oc3ccc(NS(=O)(=O)c4cn(C)cn4)cc3C(=O)N([C@@H](C)CO)C[C@@H]2C)cc1	-3	4	16	-9	-5	5	-4	-3	1	-3	5
COc1ccc(Nc2nnc(SCC(=O)NC(=O)Nc3ccc4c(c3)OCCO4)s2)cc1	-34	7	36	1	14	-14	-48	-9	-11	4	-21
N#Cc1cnc(Nc2nc3ccccc3o2)nc1-c1ccccc1	7	-2	15	-8	/	2	-13	-25	-13	11	-2
Cc1nc(CSc2nnc(N)s2)cs1	-24	-2	-20	-4	1	-21	-2	6	-3	5	-8
COc1ccc(-c2csc(NC(=O)c3cc(-c4cccs4)nc4ccccc34)n2)c(OC)c1	-8	-7	14	-17	8	13	-2	-20	3	10	2
COc1ccc2c(c1)CC(C1(O)C(=O)Nc3ccccc31)C2=O (stereo unspecified)	-48	-2	3	-5	-2	-4	-28	-38	-51	-26	-32
OCC[C@@H]1C[C@H](O)[C@@H](O)[C@]2(OCCc3ccccc32)O1	-28	-12	3	-11	-7	9	-2	-39	-9	-14	-23
CCn1c(=O)c(C(=O)Nc2ccccc2F)c(O)c2ccccc21	-1	-7	-3	2	5	1	-2	-11	-29	-24	-12
COc1ccccc1N=Cc1c(C)c(C#N)c2[nH]c3ccccc3n2c1=O	-8	-4	-7	-4	-2	-6	-4	-27	5	-3	1
CC(=O)Nc1cccc(-c2ccnc3c2CC(C(=O)Nc2cccc(N(C)C)c2)O3)c1 (stereo unspecified)	6	/	24	-17	5	-13	/	1	1	-3	8
CCCn1c(-c2ccc(OC)cc2)nc2nc3ccccc3nc21	8	0	-23	-1	2	-18	-2	-24	-22	-5	3
CNC(=S)N=Nc1c(O)[nH]c2ccccc12	-18	0	-6	-6	5	4	-5	1	5	4	0
Cc1ccc(C2(C)NC(=O)N(CC(=O)Nc3ccc(S(=O)(=O)Nc4nccs4)cc3)C2=O)cc1 (stereo unspecified)	-7	1	13	6	3	1	-10	-31	-18	10	0
CC(=O)NC(Cc1ccc(F)cc1)C(=O)NC1CCN(c2nnnn2-c2ccccc2)CC1 (stereo unspecified)	11	0	9	-11	-8	25	-11	19	9	1	4
CCc1ccc(CN(C)Cc2nc(-c3cccc(Cl)c3)no2)nc1	-18	-4	12	-28	-1	4	-3	12	-19	-2	9
Cc1c(C(=O)Nc2cccnc2)oc2ccc(Br)cc12	-70	8	50*	12	0	-111	9	-31	-88	-35	-87
Cc1onc(-c2ccccc2)c1C(=O)OCC(=O)Nc1ccc2c(c1)OCO2	-4	4	-13	-9	-14	-5	0	6	-7	15	3
CCCCOC(=O)Cn1c(=N)n(CCC)c2ccccc21	-18	-2	-9	-2	/	-10	-6	-32	-7	-2	22
Cc1nc(SCC(=O)N2c3ccccc3NC(=O)CC2C)c2c(C)c(C)sc2n1 (stereo unspecified)	13	5	8	8	-14	6	-3	1	-10	12	-1
Cc1ccc(NC(=O)C2C3C=CC4(CN(Cc5cccnc5)C(=O)C24)O3)cc1 (stereo unspecified)	-52	-4	-11	-3	1	-51	-4	-29	-38	-8	-36
Cc1ccc(/C=N/NC(=O)CCn2nc(C)cc2C)c(C)c1	21	-3	-41	-4	-5	-8	-7	5	9	1	13
CC(O)CNc1nc2c(c(=O)n(C)c(=O)n2C)n1C/C=C/c1ccccc1 (stereo unspecified)	-4	8	11	-6	7	39	12	10	24	-5	19
Nc1ccc(-c2nnn(Cc3ccccc3F)n2)cc1	-43	7	-3	4	6	-34	-22	-35	-50	-22	-50
CCOc1ccc(NS(=O)(=O)c2ccc(C(=O)N(C)CC(=O)Nc3ccc(C)cc3)cc2)cc1	28	-1	13	-2	-1	-2	-5	15	8	-10	1
CN(C)CCN(Cc1ccccc1)c1ccccn1	11	4	7	-2	-7	0	4	3	-1	-12	-2
Brc1ccc2nc(-c3ccco3)c(Cc3ccccc3)n2c1	1	/	3	-3	/	-25	/	8	3	-11	-8
COCCN1CCN(C(=O)C2CCC(=O)N(Cc3ccc(Cl)cc3)C2)CC1 (stereo unspecified)	-4	-9	-8	-10	25	-12	1	9	1	-2	1
COC(=O)c1ccccc1NC(=O)c1ccnn1C	1	6	0	-2	3	0	1	-27	-4	21	6
CCCCCC[n+]1c(-c2ccc(Cl)cc2Cl)csc1Nc1ccccc1	-7	3	7	-6	0	3	7	17	-20	-7	12
COc1ccc(S(=O)(=O)NCc2ccccn2)cc1Cl	6	-2	-5	-1	7	11	1	-1	-4	3	0
CCOC(=O)C[C@H]1c2ccc(C(F)(F)F)cc2S(=O)(=O)N1C(C)(C)C	-3	2	7	-4	0	-9	-2	0	-15	2	-2
CC1CCCC(C)N1C(=O)COC(=O)CNC(=O)c1ccccc1 (stereo unspecified)	-7	-5	-12	4	-2	-16	-3	18	6	1	-17
COC(=O)CSC1=C(C#N)C(=O)NC(c2ccccc2)S1 (stereo unspecified)	0	-7	11	-2	6	12	-54	-7	-9	4	18
Cc1ccc(C)c(CN2CCC(CNC(=O)Nc3cccc(Cl)c3C)CC2)c1	-5	7	2	-2	/	12	3	-33	-2	-5	2
CCOCCCNC(=O)C(c1ccc(C)cc1)N(Cc1ccc2c(c1)OCO2)C(=O)c1cnccn1 (stereo unspecified)	-2	7	-2	3	33	2	-4	13	5	-8	-12
CCc1cc2cc3c(cc2nc1SCC(=O)Nc1nccs1)OCO3	-6	4	-18	6	4	-4	-12	5	4	26	7
C=CCNC(=O)C1CC2Cn3c(nc4cc5ccccc5cc43)C2N1C (stereo unspecified)	-5	0	2	-9	-8	-30	-7	-1	-25	-31	-8
CCCCN(C(=O)c1c(CC)noc1C)c1c(N)n(CCC)c(=O)[nH]c1=O	-10	-8	-23	-7	0	3	-7	0	-5	14	5

12 entries from above, reformatted.
Second line of a record: TROY NFkB inh, TLR9-MyD88 block, C8 TRAIL sens, NOD2-RIPK2 inh, Vif imaging, NR5A2 inv ag, LMP1 NFkB inh, SRC2 inh, SRC1 inh, COUP-TFII inh, NCOA3 inh
> COCCN1CCN(C(=O)C2CCC(=O)N(Cc3ccc(Cl)cc3)C2)CC1 (stereo unspecified)
→ -4, -9, -8, -10, 25, -12, 1, 9, 1, -2, 1
> COC(=O)c1ccccc1NC(=O)c1ccnn1C
→ 1, 6, 0, -2, 3, 0, 1, -27, -4, 21, 6
> CCCCCC[n+]1c(-c2ccc(Cl)cc2Cl)csc1Nc1ccccc1
→ -7, 3, 7, -6, 0, 3, 7, 17, -20, -7, 12
> COc1ccc(S(=O)(=O)NCc2ccccn2)cc1Cl
→ 6, -2, -5, -1, 7, 11, 1, -1, -4, 3, 0
> CCOC(=O)C[C@H]1c2ccc(C(F)(F)F)cc2S(=O)(=O)N1C(C)(C)C
→ -3, 2, 7, -4, 0, -9, -2, 0, -15, 2, -2
> CC1CCCC(C)N1C(=O)COC(=O)CNC(=O)c1ccccc1 (stereo unspecified)
→ -7, -5, -12, 4, -2, -16, -3, 18, 6, 1, -17
> COC(=O)CSC1=C(C#N)C(=O)NC(c2ccccc2)S1 (stereo unspecified)
→ 0, -7, 11, -2, 6, 12, -54, -7, -9, 4, 18
> Cc1ccc(C)c(CN2CCC(CNC(=O)Nc3cccc(Cl)c3C)CC2)c1
→ -5, 7, 2, -2, /, 12, 3, -33, -2, -5, 2
> CCOCCCNC(=O)C(c1ccc(C)cc1)N(Cc1ccc2c(c1)OCO2)C(=O)c1cnccn1 (stereo unspecified)
→ -2, 7, -2, 3, 33, 2, -4, 13, 5, -8, -12
> CCc1cc2cc3c(cc2nc1SCC(=O)Nc1nccs1)OCO3
→ -6, 4, -18, 6, 4, -4, -12, 5, 4, 26, 7
> C=CCNC(=O)C1CC2Cn3c(nc4cc5ccccc5cc43)C2N1C (stereo unspecified)
→ -5, 0, 2, -9, -8, -30, -7, -1, -25, -31, -8
> CCCCN(C(=O)c1c(CC)noc1C)c1c(N)n(CCC)c(=O)[nH]c1=O
→ -10, -8, -23, -7, 0, 3, -7, 0, -5, 14, 5

An excerpt; rates above refer to the full screens.
